Compound activity: PubChem BioAssay, National Center for Advancing Translational Sciences (NCATS)
CHX counter – Cycloheximide Counterscreen for Small Molecule Inhibitors of Shiga Toxin | AID 2314, 2010 | hit rate 12% among 300,000 | max response, % | cell reporter, cycloheximide protein synthesis inhibition counterscreen; in the data active means max response mostly above about 13%, no sharp cut-off; inactive means mostly below about 14%; further: read at 38.3 µM for the half of the compounds with a filed dose; 0% is about no effect
AMA1-RON2 inh – qHTS for Inhibitors of AMA1-RON; Towards Development of Antimalarial Drug Lead: Primary Screen; hit rate 0.2% among 360,000; Potency, µM (highest dose often 58.2 µM), for inactives: at the top dose activity change, negative = inhibition, usual class: inhibitors; AlphaScreen AMA1-biotinylated RON2 peptide binding; Plasmodium falciparum AMA1 (3D7) - RON2 peptide interaction;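 further: potency means the concentration at half of the fitted maximal effect; 0% = vehicle wells and -100% = peptide control; nearly all actives have a fitted effect of over 45% in size; some results filed as inactive show a strong effect at the top dose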
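AMA1 (3D7) with his tag at 25 nM final met compounds first, then biotinylated RON2 peptide at 25 nM; detection used donor plus acceptor beads, 10 µg/mL apiece, read by AlphaScreen after 30 min at room temperature.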
Pf growth 96h – Primary qHTS for delayed death inhibitors of the malarial parasite plastid, 96 hour incubation. hit rate 6.9% among 320,000. AID 504834, 2011. P. falciparum luciferase reporter growth, 96 h. Potency, µM (series often up to 28.7 µM), for inactives: top-dose activity change, negative = inhibition, actives largely listed as inhibitors; further: potency means the concentration at half of the fitted maximal effect; on the % scale 0 is the no-effect control and ±100 the full control effect
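Plates of compound plus infected erythrocytes (2% hematocrit, 0.05% parasitemia final) incubate 96 hours, 37 C, 5% CO2. Detection reagent added; reduced luminescence from the parasites' luciferase reporter flags inhibition.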
Pf growth 48h – Primary qHTS for delayed death inhibitors of the malarial parasite plastid, 48 hour incubation. hit rate 5.9% among 310,000. P. falciparum luciferase growth in erythrocytes, 48 h. Potency, µM (titrated, usually from 28.7 µM), for inactives: top-dose activity change, negative = inhibition, usual class: inhibitors; further: potency means the concentration at half of the fitted maximal effect; on the % scale 0 is the no-effect control and ±100 the full control effect
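Erythrocytes infected with P. falciparum carrying an integrated firefly luciferase reporter (2% hematocrit, 0.1% parasitemia final) were exposed to compounds in RPMI 1640 with 0.5% Albumax at 37 C, 5% CO2. Growth inhibition was scored as reduced luminescence.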
Shiga toxin inh – A qHTS for Small Molecule Inhibitors of Shiga Toxin; Vero cells, Shiga toxin protein synthesis inhibition reporter; AID 2315, 2010; inhibition, % at 38.7 µM; hit rate 9.2% among 290,000; in the data active means inhibition mostly above about 28%, no sharp cut-off; inactive means mostly below about 43%; further: 0% is about no effect
Tb PYK inh – qHTS of Trypanosoma Brucei Inhibitors; pyruvate kinase (Trypanosoma brucei), Q57TT1; TbPYK enzyme, Kinase-Glo Plus ATP luminescence, 45 min; Potency, µM (series often up to 76.8 µM), inactives show at the highest dose activity, negative = inhibition, usual class: inhibitors; hit rate 0.12% among 410,000; AID 624173, 2012; further: potency means the concentration at half of the fitted maximal effect; on the % scale 0 is the no-effect control and ±100 the full control effect; nearly all actives have a fitted effect of over 50% in size
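Activity of T. brucei pyruvate kinase was followed by Kinase-Glo Plus luminescence after the enzyme reacted 45 min at room temperature with 130 uM ADP (final) and substrate. Test compounds were added before ADP at multiple concentrations.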
LmPK inhibitor – qHTS Assay for Inhibitors of Leishmania Mexicana Pyruvate Kinase (LmPK). hit rate 0.37% among 290,000. Q27686. purified LmPK, Kinase-Glo ATP luminescence, 1 h. Potency, µM (titrated, usually from 57.5 µM), inactives show at the top dose activity change, negative = inhibition, actives largely listed as inhibitors. AID 1721, 2009; further: potency means the concentration at half of the fitted maximal effect; on the % scale 0 is the no-effect control and ±100 the full control effect
Target sequence (Q27686 whole entry, looked up): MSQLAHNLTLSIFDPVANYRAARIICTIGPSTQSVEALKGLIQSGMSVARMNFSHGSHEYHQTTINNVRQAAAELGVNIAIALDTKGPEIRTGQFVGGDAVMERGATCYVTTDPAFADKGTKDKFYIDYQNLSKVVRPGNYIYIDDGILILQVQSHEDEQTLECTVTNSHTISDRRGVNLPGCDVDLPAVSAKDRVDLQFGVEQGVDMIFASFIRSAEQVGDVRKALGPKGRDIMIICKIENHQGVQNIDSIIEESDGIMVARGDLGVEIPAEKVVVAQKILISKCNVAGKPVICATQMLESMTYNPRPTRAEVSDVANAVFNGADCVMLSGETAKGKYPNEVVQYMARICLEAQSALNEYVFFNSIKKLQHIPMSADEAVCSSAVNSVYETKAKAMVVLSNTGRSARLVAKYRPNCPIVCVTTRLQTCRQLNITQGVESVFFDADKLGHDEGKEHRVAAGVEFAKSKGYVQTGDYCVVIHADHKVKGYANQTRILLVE
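Screened at intermediate enzyme activity to detect both inhibitors and activators: LmPK at 0.1 nM, with a 0.5 nM enzyme column as activation reference. PEP 0.5 mM, ADP 0.1 mM; ATP detected by luminescence after 1 h.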
* hit, by the source's call; ? = inconclusive; · = no result given; [ ] = remark or other dose. Unless noted, the call rests on the fitted dose curve; in most records, active means well fitted curve in the direction sought with a large enough effect; inconclusive means small, poorly fitted or top-dose-only effect, or another doubt; inactive means no such curve, though single readings can be large; an effect the other way counts as inactive or inconclusive. Compounds were not picked by outcome (roughly 21% active in at least one column).

A first look:
Compound	CHX counter	AMA1-RON2 inh	Pf growth 96h	Pf growth 48h	Shiga toxin inh	Tb PYK inh	LmPK inhibitor
Cc1cc(C)c(N=C2SCC(=O)N2Cc2ccco2)c(C)c1	-2	-15%	24%	-3%	-11	1%	3%
COC(=O)C1=C(C)NC(C)=C(C(=O)OC)C1c1ccccn1	-3	8%	·	-7%	-1	1%	2%
O=C(O)Cn1nc2ccccc2n1	-1	11%	?	46%[activator]	-7	4%	1%
CCOC(=O)CCCSc1nc(-c2ccc3c(c2)OCO3)cc(C(F)(F)F)c1C#N	-2	34%[activator]	-6%	3%	-10	4%	1%
CCC(C)(C)n1nnnc1CN1CCC(NC(=O)c2ccccc2C)CC1	-3	-9%	27%	-27%	1	0%	-2%
Nc1ccc(-c2c3ccccc3nc3ccccc23)cc1	-2	16%	1%	-9%	1	-1%	8%
CC(C)(C)NC(=O)NC(=O)C[n+]1ccc(Cc2ccc([N+](=O)[O-])cc2)cc1	-5	-7%	?	9.3µM*	-4	-11%	-2%
CC1=CC(=C2C(=O)NC(=S)NC2=O)C=C(C(F)(F)F)N1CCc1ccccc1	7	·	0%	0%	4	·	-1%
CCCOc1ccc2c3c(c(=O)oc2c1OCCC)CCC3	-3	-2%	6.6µM*	?	-3	0%	6%
CN(C)C1=NC[C@H](Cc2ccccc2)N1CCc1ccc(F)cc1	·	12%	?	?	·	2%	·
O=C1CC(Cc2ccccc2)C(=O)N1Cc1ccco1 (centres undefined)	0	8%	12µM*	?	4	-20%	12%
Cc1cccc(NC2=NCCCS2)c1C	5	-6%	8%	7%	12	7%	-10%
C/C(=N\OC(=O)c1c(-c2ccccc2Cl)noc1C)c1nccs1	-3	1%	?	18%	14	3%	10%
Nc1nc(SCC(=O)Nc2ccccc2)[nH]c(=O)c1-c1ccccc1	-1	2%	-1%	·	-16	-2%	1%
CCOc1ccc(NC(=O)CN(C)C(=O)c2cc(-c3ccncc3)nc3ccccc23)cc1OCC	·	-13%	?	?	·	-4%	·

The list itself (from the top)
Compound	CHX counter	AMA1-RON2 inh	Pf growth 96h	Pf growth 48h	Shiga toxin inh	Tb PYK inh	LmPK inhibitor
Cc1cc(C)c(N=C2SCC(=O)N2Cc2ccco2)c(C)c1	-2	-15%	24%	-3%	-11	1%	3%
COC(=O)C1=C(C)NC(C)=C(C(=O)OC)C1c1ccccn1	-3	8%	·	-7%	-1	1%	2%
O=C(O)Cn1nc2ccccc2n1	-1	11%	?	46%[activator]	-7	4%	1%
CCOC(=O)CCCSc1nc(-c2ccc3c(c2)OCO3)cc(C(F)(F)F)c1C#N	-2	34%[activator]	-6%	3%	-10	4%	1%
CCC(C)(C)n1nnnc1CN1CCC(NC(=O)c2ccccc2C)CC1	-3	-9%	27%	-27%	1	0%	-2%
Nc1ccc(-c2c3ccccc3nc3ccccc23)cc1	-2	16%	1%	-9%	1	-1%	8%
CC(C)(C)NC(=O)NC(=O)C[n+]1ccc(Cc2ccc([N+](=O)[O-])cc2)cc1	-5	-7%	?	9.3µM*	-4	-11%	-2%
CC1=CC(=C2C(=O)NC(=S)NC2=O)C=C(C(F)(F)F)N1CCc1ccccc1	7	·	0%	0%	4	·	-1%
CCCOc1ccc2c3c(c(=O)oc2c1OCCC)CCC3	-3	-2%	6.6µM*	?	-3	0%	6%
CN(C)C1=NC[C@H](Cc2ccccc2)N1CCc1ccc(F)cc1	·	12%	?	?	·	2%	·
O=C1CC(Cc2ccccc2)C(=O)N1Cc1ccco1 (centres undefined)	0	8%	12µM*	?	4	-20%	12%
Cc1cccc(NC2=NCCCS2)c1C	5	-6%	8%	7%	12	7%	-10%
C/C(=N\OC(=O)c1c(-c2ccccc2Cl)noc1C)c1nccs1	-3	1%	?	18%	14	3%	10%
Nc1nc(SCC(=O)Nc2ccccc2)[nH]c(=O)c1-c1ccccc1	-1	2%	-1%	·	-16	-2%	1%
CCOc1ccc(NC(=O)CN(C)C(=O)c2cc(-c3ccncc3)nc3ccccc23)cc1OCC	·	-13%	?	?	·	-4%	·
COc1ccc(-c2csc3nc(C(C)(C)C)oc(=O)c23)cc1OC	-1	-4%	-10%	-26%	-9	-1%	1%
O=C(NCCNC(=O)c1ccc(Cl)cc1Cl)c1cnccn1	-2	19%	?	24%	-5	-9%	1%
CCOc1ccccc1N/C(=C(/C(Cl)=C(Cl)Cl)[N+](=O)[O-])n1cncn1	-2	?	?	·	4	3%	3%
Nc1cccc(-c2cn3cc(C(F)(F)F)cc(Cl)c3n2)c1	36*	1%	181%[activator]	164%[activator]	64*	-6%	-28%
COC(=O)c1sc(S(=O)(=O)N2CCC(C)CC2)c(C(=O)OC)c1C	7	-9%	344%[activator]	?	-4	0%	2%
CCOC(=O)C1=C(NC(=S)NC(=O)c2ccccc2)c2ccccc2CC12CCCC2	1	55%[activator]	?	?	-10	-2%	1%
COc1ccc(C(C(=O)NC2CCCCC2)N2CCC3(CC2)OCCO3)cc1 (centres undefined)	2	10%	8%	-11%	-13	-7%	-2%
CC(C)C(NC(=O)c1ccccc1)C(=O)NCCc1ccccc1 (centres undefined)	-3	0%	?	14%[5.75 µM]	-2	3%	2%
O=C(Nc1ccc(-n2cccn2)cc1)C1CCCCN1Cc1cccc2c1OCO2 (centres undefined)	9	-10%	-1%	?	-6	-1%	3%
COC(=O)Nc1ccc(S(=O)(=O)N2CCC(Cc3ccccc3)CC2)cc1	-2	-13%	?	·	-11	4%	2%
CC(=O)Nc1cccc(C(=O)OCC(=O)NNC(=O)c2cccs2)c1	·	27%	4%	36%[activator]	·	-4%	·
COc1ccc2nc(SCC(=O)N3CCN(c4ccc(F)cc4)CC3)c(C#N)cc2c1	10	2%	15µM*	?	23	?	11%
COc1cccc(-c2nc(-c3ccccn3)no2)c1	-10	0%	?	34%[activator]	-25	?	13µM*
O=C(OC[C@@H]1O[C@@](O)(COC(=O)c2cccnc2)[C@H](OC(=O)c2cccnc2)[C@H]1OC(=O)c1cccnc1)c1cccnc1	11	·	?	-20%	-3	-11%	·
Cc1cccc(C)c1NC(=O)CSC(=O)c1sc2ccccc2c1Cl	-1	-7%	6%	-7%	2	-17%	-3%
COc1ccc(S(=O)(=O)Nc2cccc(/C=C/C(=O)O)c2)cc1	5	-16%	-7%	1%	0	11%	1%
CCN(CC)S(=O)(=O)c1cc(C(=O)Nc2cccnc2)ccc1Cl	5	34%[activator]	·	12%	16	-9%	6%
O=c1[nH]c2ccccc2nc1/C=C/c1ccc(O)cc1	42*	2%	0%	?	70*	-6%	-28%
CCCCN1C(Nc2ccccc2)=NC[C@@H]1CC(C)C	·	0%	42%[activator]	?	·	1%	·
Cc1ccc(NC(=O)Cc2ccccc2F)cc1S(=O)(=O)N1CCCCCC1	·	5%	?	?	·	-3%	·
CC(NC(=O)c1ccc(S(=O)(=O)C(F)F)cc1)c1ccccc1 (centres undefined)	3	17%	-4%	?	-9	-2%	5%
O=C(O)C1CC(=O)N(c2ccc(F)cc2)C1 (centres undefined)	-4	6%	·	4%	-3	0%	-4%
O=C(COC(=O)Cc1ccsc1)Nc1ccc(Cl)c(S(=O)(=O)N2CCOCC2)c1	5	-14%	-19%	0%	-7	4%	3%
CCOc1ccc(-n2c(C)cc(C(=O)NS(=O)(=O)c3ccc(C)cc3)c2C)cc1	-1	?	-7%	5%	-17	-15%	0%
COc1ccc2nc(NC(=O)C3CCCN3S(=O)(=O)c3ccc(C)cc3)sc2c1 (centres undefined)	3	-14%	?	?	3	-6%	1%
CCC(=O)OCC(=O)Nc1cc([N+](=O)[O-])ccc1Cl	-4	4%	?	-3%	2	5%	0%
CN(C(=O)CSc1nc2ccccc2n1C)C1CCS(=O)(=O)C1 (centres undefined)	·	-5%	20%	-14%	·	-9%	·
CCCCNC(=O)c1ccc(CS(=O)(=O)c2ccccc2OC)o1	-7	-8%	5%	1%[0.00184 µM]	1	-5%	0%
O=C(Nc1ccccc1F)N1CCCC1c1cccnc1 (centres undefined)	1	-14%	65%[activator]	46%[activator]	0	-1%	-3%
CSc1ccccc1NC(=O)CN(C)C(=O)c1ccc(-n2cccn2)cc1	·	17%	-7%	1%	·	4%	·
COc1ccc(NS(=O)(=O)c2ccc(-n3cnnn3)cc2)cc1OC	-4	24%	26%	-13%	6	1%	1%
CC(=O)NC(Cc1c[nH]c2ccccc12)C(=O)OCC(=O)N1CCCCCC1 (centres undefined)	-1	12%	19%	4%	1	-1%	2%
O=C(C1COc2ccccc2O1)N1CCN(Cc2ccc3c(c2)OCO3)CC1 (centres undefined)	-3	-2%	31%[activator]	·	-10	-1%	3%
O=C(COc1ccccc1)NCC(=O)Nc1cccc2ccccc12	4	-11%	58%[activator]	-1%	-8	-5%	-5%
CC(=O)N(Cc1cc2ccc(C)c(C)c2n2nnnc12)C1CCCC1	-2	·	?	4%	-34	·	-2%

(cont.)
Compound	CHX counter	AMA1-RON2 inh	Pf growth 96h	Pf growth 48h	Shiga toxin inh	Tb PYK inh	LmPK inhibitor
Cc1cc(C)nc(/N=C(\N)Nc2ccccc2-c2ccccc2)n1	-2	3%	-1%	?	-15	2%	3%
O=C(CC(c1ccccc1)c1ccccc1O)NCc1ccccc1 (centres undefined)	-4	-10%	?	-1%	-3	0%	2%
CCOc1ncnc2c1sc1nc(C)cc(C)c12	11	-10%	2%	42%[activator]	8	-2%	10%
CCCCn1c(N)c(N(CC(C)C)C(=O)C2=NN(c3ccccc3)C(=O)CC2)c(=O)[nH]c1=O	·	-2%[11.6 µM]	-11%	?	·	5%	·
